Source: PubChem (National Center for Advancing Translational Sciences (NCATS))
EPAC2 ag – qHTS for Agonist of cAMP-regulated guanine nucleotide exchange factor 4 (EPAC2): primary screen | EPAC2 activation, biochemical qHTS; response scale: 100% = 6.5 mM cAMP response | Potency, µM (series often up to 154 µM), inactives show top-dose activation, hits mostly activators | 360,000 tested, 0.079% active; also: potency is read from the fitted curve at half-maximal effect; nearly all actives have a fitted effect of over 50% in size
Target sequence (Q8WZA2 whole entry, looked up): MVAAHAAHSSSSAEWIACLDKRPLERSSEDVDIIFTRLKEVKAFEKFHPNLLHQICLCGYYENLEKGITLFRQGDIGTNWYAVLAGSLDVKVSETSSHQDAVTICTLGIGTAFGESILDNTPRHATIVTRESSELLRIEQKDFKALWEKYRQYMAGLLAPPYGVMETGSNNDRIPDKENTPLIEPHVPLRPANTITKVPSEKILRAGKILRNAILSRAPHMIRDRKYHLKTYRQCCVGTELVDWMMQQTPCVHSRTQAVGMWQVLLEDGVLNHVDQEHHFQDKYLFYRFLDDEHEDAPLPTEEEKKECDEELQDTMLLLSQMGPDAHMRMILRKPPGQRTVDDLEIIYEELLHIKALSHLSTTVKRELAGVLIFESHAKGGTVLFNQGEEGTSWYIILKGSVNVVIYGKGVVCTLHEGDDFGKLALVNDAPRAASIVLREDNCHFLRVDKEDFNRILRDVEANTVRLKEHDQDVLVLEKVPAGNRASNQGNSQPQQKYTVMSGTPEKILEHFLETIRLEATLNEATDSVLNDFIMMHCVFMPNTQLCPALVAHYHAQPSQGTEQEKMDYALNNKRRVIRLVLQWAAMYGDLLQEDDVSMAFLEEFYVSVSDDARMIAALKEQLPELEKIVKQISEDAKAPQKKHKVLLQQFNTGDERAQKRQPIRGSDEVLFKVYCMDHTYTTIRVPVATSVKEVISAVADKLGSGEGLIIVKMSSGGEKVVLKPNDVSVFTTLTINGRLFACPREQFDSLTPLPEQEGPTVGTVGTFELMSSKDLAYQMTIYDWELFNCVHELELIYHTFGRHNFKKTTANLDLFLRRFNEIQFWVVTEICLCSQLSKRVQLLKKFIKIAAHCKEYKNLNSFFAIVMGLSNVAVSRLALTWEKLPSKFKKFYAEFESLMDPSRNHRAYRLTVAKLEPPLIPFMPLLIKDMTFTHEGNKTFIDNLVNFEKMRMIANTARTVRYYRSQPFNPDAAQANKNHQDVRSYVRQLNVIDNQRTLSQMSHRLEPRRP
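Nucleotide exchange monitored as fluorescence drop when BODIPY-GDP leaves Rap1B. Reaction: 100 nM EPAC2, 250 nM RAP1B-BODIPY-GDP, 50 uM GDP, room temperature, kinetic read over 30 min. Activity expressed relative to 6.5 mM cAMP.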
IL-2 act – qHTS of IL-2 Activators. 360,000 tested, 0.065% active. AID 652025, 2013. IL-2 activation reporter assay, cell-based qHTS; stimulated with anti-CD3/CD4/CD28 beads; in transgenic mouse T cells. activation, % (series mostly up to about 46 µM); in the data active = activation above about 50%; inconclusive = mostly about 30% to 49%; also: 0% is about no effect
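EGFP and DsRed fluorescence is measured by plate cytometry in unstimulated transgenic mouse T cells exposed to compound for 60 minutes, then stimulated 18 hours at 37 degrees C with anti-CD3/anti-CD4 beads plus anti-CD28.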
Nrf2 inh – Nrf2 qHTS screen for inhibitors; Potency, µM (top dose mostly 46 µM), without a hit: at the highest dose activity change, negative = inhibition, usual class: inhibitors; A549 ARE-Fluc reporter, luciferase luminescence, 18-24 h; 360,000 tested, 2.1% active; also: potency is read from the fitted curve at half-maximal effect; % is scaled to controls: 0 for no effect and ±100 for the full control effect; nearly all actives have a fitted effect of over 60% in size
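Quantitative HTS in A549 cells stably bearing an antioxidant response element-firefly luciferase construct. Inhibition of Nrf2-driven transcription was scored by luminescence after 18-24 h of compound exposure at 37 °C.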
HepG2 tox – qHTS for Inhibitors of TGF-b: Cytotox Counterscreen. Potency, µM (highest dose often 46.1 µM), inactives show at the top dose activity change, negative = cytotoxicity, hits mostly cytotoxic. AID 588856, 2011. 410,000 tested, 0.76% active. HepG2 CAGA-GFP viability, ATP luminescence, 18 h; also: potency is read from the fitted curve at half-maximal effect; some results filed as inactive show a strong effect at the top dose
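CellTiter-Glo luminescence gave cytotoxicity after 18 hours at 37 degrees C. The cells were HepG2 CAGA-GFP in 1% FBS DMEM, stimulated with 500 pg/mL TGF-beta after compound addition. %Activity was normalised to no-cell wells (complete cell-killing) and DMSO (no toxicity), and curves were fitted and classified.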
Nrf2 activator – qHTS of Nrf2 Activators. AREc32 ARE-luciferase reporter (MCF7-derived line), luminescence, 24 h. Potency, µM (top dose mostly 46.1 µM), without a hit: top-dose activation, usual class: activators. 410,000 tested, 0.31% active. AID 624171, 2012; also: potency is read from the fitted curve at half-maximal effect; % of control where 0% means no effect; nearly all actives have a fitted effect of over 65% in size
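AREc32 cells carrying an ARE-driven firefly luciferase reporter were seeded at 1000 cells/well in OPTI-MEM with 5% FBS, then exposed to compound for 24 hr at 37 deg C. Luminescence was read with Steady-Glo after 30 min at RT.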
TGFb SMAD3 inh – qHTS for Inhibitors of TGF-b. Potency, µM (top dose mostly 46.1 µM), inactives show top-dose activity, negative = inhibition, hits mostly inhibitors. HepG2 CAGA-GFP TGF-b/SMAD3 reporter, GFP fluorescence, 18 h; TGF-beta stimulated, 500 pg/mL final. 410,000 tested, 1.2% active; also: potency is read from the fitted curve at half-maximal effect; % is scaled to controls: 0 for no effect and ±100 for the full control effect; nearly all actives have a fitted effect of over 65% in size
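Smad-responsive CAGA-GFP expression was quantified in HEPG2 cells exposed to compounds and 500 pg/mL final TGF-beta for 18 h at 37 degrees C; unstimulated wells defined full inhibition.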
S2 tox – Viability Counterscreen for Primary qHTS for Inhibitors of ATXN expression; Potency, µM (titrated, usually from 56.7 µM), actives largely listed as cytotoxic; 400,000 tested, 0.49% active; S2 cells (HEK-293 line with an ATXN2-luciferase reporter) viability, CellTiter-Fluor protease fluorescence, 24 h; also: potency is read from the fitted curve at half-maximal effect; nearly all actives have a fitted effect of over 40% in size
ATXN2 expr inh – Primary qHTS for Inhibitors of ATXN expression. HEK-293 ATXN2-luciferase reporter, luminescence, 24 h. Potency, µM (highest dose often 57 µM), inactives show at the top dose activity change, negative = inhibition, most hits filed as inhibitors. 360,000 tested, 0.72% active. AID 1745845, 2022; also: potency is read from the fitted curve at half-maximal effect; % is scaled to controls: 0 for no effect and ±100 for the full control effect; nearly all actives have a fitted effect of over 55% in size
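qHTS (up to 57 uM final) was run with 24 h compound exposure of reporter cells at 37 °C. Each well was multiplexed: SteadyGlo luminescence measured ATXN2-luciferase expression after a fluorogenic Gly-Phe-AFC viability readout (25 uM final).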
A549 tox – Nrf2 qHTS screen for inhibitors: counterscreen for cytotoxicity | A549 ARE-Fluc cells, CellTiter-Fluor viability, 18-24 h | Potency, µM (highest dose often 46 µM), without a hit: at the highest dose activity change, negative = cytotoxicity, usual class: inhibitors | 390,000 tested, 0.16% active | AID 504648, 2011; also: potency is read from the fitted curve at half-maximal effect; % is scaled to controls: 0 for no effect and ±100 for the full control effect
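A549 ARE-Fluc cells in 5% FBS OPTI-MEM, 5000 cells/well, rested 2 h then exposed to compounds in concentration-response for 18-24 h at 37 °C. Viability by CellTiter-Fluor fluorescence (Ex 405/Em 525) after 30 min; luciferase luminescence (BugLite, 15 min, RT) read afterwards.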
* marks the source's active call; other numbers are inactive results; i = inactive; u = inconclusive; x = no result given; & = joins results of further samples; [ ] = dose if it differs, or a comment. Unless noted, calls follow the shape of the dose curve; as a rule, active = well fitted curve in the direction sought with a large enough effect; inconclusive = small, poorly fitted or top-dose-only effect, or another doubt; inactive = no such curve, though single readings can be large; an effect the other way counts as inactive or inconclusive. Rows were taken by chance. About 4.3% of those tested had a hit in this group.

SMILES | EPAC2 ag | IL-2 act | Nrf2 inh | HepG2 tox | Nrf2 activator | TGFb SMAD3 inh | S2 tox | ATXN2 expr inh | A549 tox
Cc1nc(NC(=O)CN(C)S(=O)(=O)c2ccc(Cl)cc2)sc1C | 2.8% | -2.8 | x | -18.4% | 0.0% | -24.5% | i | -12.7% | 9.1%
COc1ccccc1C(=O)N1CCN=C1SCc1cccnc1 | 5.9% | -2.2 | -26.4% | -21.3% | 0.3% | 2.4% | i | -7.8% | -19.2%
O=C(Cc1csc(N2CCOCC2)n1)N/N=C/c1ccc(F)cc1 | 4.8% | -1.4 | 9.1% | 0.9% | -0.5% | -8.3% | i | -1.7% | -2.2%
CCCS(=O)(=O)N1CCCC(C(=O)NCCCN2CCN(c3ccc(F)cc3)CC2)C1 (centres undefined) | -1.1% | -0.5 | -3.4% | -15.4% | -1.5% | 12.7% | i | 4.8% | 9.4%
CCOC(=O)COc1ccc(S(=O)(=O)NCc2ccncc2)cc1 | 4.4% | 8.4 | u | -28.8% | -0.8% | -30.9% | i | -26.8% | -4.3%
CCn1ncc(Br)c1C(=O)Nc1ccc(F)c([N+](=O)[O-])c1 | 3.7% | -2.5 | 16.0% | 7.7% | 20.6% | 10.2% | i | -5.9% | -14.7%
Cc1cccc(NCN2C(=O)c3ccccc3C2=O)c1 | 7.5% | -0.3 | 2.8% | -49.4% | -0.5% | -2.8% | i | 21.3% | -3.3%
Cc1c(NC(=O)c2cc(-c3ccc(Cl)cc3)on2)c(=O)n(-c2ccccc2)n1C | 7.2% | -2.8 | u | -1.2%&-17.2% | -0.3%&2.2% | u | i | -21.3%&0.0% | -3.6%&-1.0%
CC1CC2(CCCCC2)N2C(=O)C(=O)c3cccc1c32 (centres undefined) | 4.8% | -2.0 | 0.9% | -0.9% | 1.6% | -24.7% | i | 3.4% | 4.9%
CC(=NCc1ccccc1)C1=C(O)COC1=O | 9.8% | -0.4 | x | -1.5% | 0.0% | 19.0% | i | 1.9% | -0.5%
N#Cc1c(NCCCO)nc(-c2ccccc2)c2c1CCCC2 | 12.6% | -1.8 | -1.4% | -31.5% | 0.7% | -2.4% | i | 2.1% | -1.4%
Cn1c(=O)c2c(SCC(=O)N3CCCc4ccccc43)nc(C3CC3)nc2n(C)c1=O | 5.1% | -4.1 | 10.4% | 0.7% | -0.6% | 2.3% | u | u | -2.7%
CCC(C)(C)NC(=O)c1ccc2c(c1)N(CC(=O)NC1CCCC1)C(=O)C(C)(C)O2 | -1.4% | 1.0 | 18.2% | -3.2% | 0.5% | -0.6% | u | 1.1% | -0.2%
OC(c1ccc(F)c(F)c1)c1nc(-c2cc(F)cc(F)c2)cs1 (centres undefined) | 8.7% | -0.7 | x | -29.2% | 3.7% | -11.0% | i | 6.4% | x
Cc1ccc(S(=O)(=O)N(Cc2ccc(Cl)cc2)c2ccccc2C(=O)O)cc1 | 2.5% | -1.6 | u | -3.9% | -0.6% | -11.3% | i | -12.4% | -17.3%
Cc1cc2nc(-c3ccccc3)c(Cc3ccsc3)n2c(C)c1Br | 14.7% | 1.0 | x | x | 13.2% | x | i | 52.2%[activator] | x

Individual results from the entries so far:
CC(=NCc1ccccc1)C1=C(O)COC1=O in HepG2 tox → -1.5%
Cc1c(NC(=O)c2cc(-c3ccc(Cl)cc3)on2)c(=O)n(-c2ccccc2)n1C in IL-2 act → -2.8
O=C(Cc1csc(N2CCOCC2)n1)N/N=C/c1ccc(F)cc1 in ATXN2 expr inh → -1.7%
CCC(C)(C)NC(=O)c1ccc2c(c1)N(CC(=O)NC1CCCC1)C(=O)C(C)(C)O2 in ATXN2 expr inh → 1.1%

Just Nrf2 activator, for 2 of the compounds above:
Structure | Nrf2 activator
Cn1c(=O)c2c(SCC(=O)N3CCCc4ccccc43)nc(C3CC3)nc2n(C)c1=O | -0.6%
Cc1cc2nc(-c3ccccc3)c(Cc3ccsc3)n2c(C)c1Br | 13.2%

Further results.
SMILES | EPAC2 ag | IL-2 act | Nrf2 inh | HepG2 tox | Nrf2 activator | TGFb SMAD3 inh | S2 tox | ATXN2 expr inh | A549 tox
CC(Oc1ccc2c3c(c(=O)oc2c1)CCC3)C(=O)NCC1CCC(C(=O)O)CC1 (centres undefined) | 8.6% | 0.5 | 10.8% | -3.7% | 0.5% | -2.1% | i | 11.4% | 12.1%
CCC(C)n1c(SCC(=O)NC2CCCC2)nc2ccccc2c1=O (centres undefined) | 2.7% | -0.3 | -10.2% | 9.5% | -0.6% | 25.8% | i | -1.9% | -2.2%
CSc1nnc(NC(=O)Cc2coc3cc(C)ccc23)s1 | x | x | 10.9% | -0.5% | 3.2% | 1.5% | i | 8.4% | 2.1%
C=CCn1c2ccccc2c(=O)c2cc(C#Cc3cc(OC)cc(OC)c3)ccc21 | 1.4% | -0.6 | 5.3% | 4.3% | 2.9% | 4.6% | i | -8.2% | 3.5%
O=C(N/N=C/c1ccccn1)c1ccc(Br)o1 | 11.8% | -2.2 | u | -24.7% | 0.8% | u | i | -18.0% | -7.9%
CCc1ccc(NC(=O)C2CCCN(S(=O)(=O)c3cnc[nH]3)C2)cc1 (centres undefined) | 2.7% | -1.1 | u | 0.9% | -0.4% | u | i | x | -5.0%
CCN1c2ccccc2-c2nc(SCC(=O)Nc3cccc(C)c3C)ncc2S1(=O)=O | x | x | u | 0.1% | 0.3% | -5.0% | i | -10.2% | -2.7%
CCCCN(CC)S(=O)(=O)c1ccccc1 | 9.8% | -0.3 | 5.6% | -10.2% | -0.3% | -1.4% | x | x | 1.3%
CC(C)(C)NC(=O)C1CCCN(S(=O)(=O)c2ccc(-n3cnnn3)cc2)C1 (centres undefined) | 2.5% | -0.1 | -19.0% | 10.6% | 0.6% | 3.8% | i | 1.9% | -8.2%
O=C(CN1CCN(c2ccccc2)CC1)NCc1ccc(F)cc1 | 10.3% | -0.4 | -4.8% | -36.0% | -0.1% | -10.8% | i | -16.2% | 2.6%
Clc1cccc(CN2CCN(c3ncccn3)CC2)c1Cl | 18.2% | -0.1 | u | -39.2% | -0.4% | u | i | -26.7% | 1.0%
N#Cc1cnn2c(-c3ccc(Cl)cc3Cl)ccnc12 | 0.6% | 10.9 | 9.9% | -6.9% | 0.1% | 12.6% | i | -26.4% | 4.0%
Cc1cccn2c(=O)c(/C=C(\C#N)S(=O)(=O)c3ccccc3)c(N3CCN(c4ccccc4)CC3)nc12 | 5.3% | 0.6 | -1.5% | 27.1% | 1.5% | 25.0% | i | x | 3.4%
O=Cc1ccc(OCC(=O)Nc2ccccc2C(F)(F)F)cc1 | 7.0% | 0.9 | -13.6% | 2.6% | 0.5% | -0.8% | i | -1.4% | -17.3%
O=C(COC(=O)c1ccccc1O)NCCc1c[nH]c2ccccc12 | -2.2% | -3.6 | -8.7% | -6.9% | 1.9% | u | i | 2.6% | -9.0%
O=C(CSc1nnc(C2CC2)n1C1CC1)c1cccs1 | 5.2% | 0.6 | -7.3% | -8.1% | 0.0% | 13.4% | i | 0.9% | 1.2%
COc1ccc(-c2cc(C(=O)NCCc3ccccc3)no2)cc1OC | 3.3% | -1.6 | u | -3.0% | -0.9% | u | i | -2.5% | -0.2%
Cc1nnc(NC(=O)CSc2nc3c(c(=O)n2CCc2ccccc2)SC(C)C3)s1 (centres undefined) | 7.9% | 0.8 | -1.6% | -0.3% | -0.5% | -13.9% | i | -27.0% | 0.8%
COc1ccc(Cl)cc1NC(=O)CNc1ccc(F)cc1C | -8.1% | -0.4 | -8.5% | -28.4% | 4.7%[9.22 µM] | u | u | 5.0% | 2.8%
CC1CCCC(C)N1C(=O)CSc1ccc(-c2ccc3c(c2)OCCO3)nn1 (centres undefined) | -0.4% | 0.0 | 25.5% | -1.2% | 1.9% | -2.0% | i | 12.9% | 0.4%
CCCNC(=O)CS(=O)(=O)c1ccccc1 | 6.0% | 0.8 | 13.6% | -0.2% | 0.4% | 0.0% | i | 8.7% | 1.6%
CC(=O)c1c(C)oc2ccc(N(C(=O)c3ccncc3)S(=O)(=O)c3ccc(C)cc3C)cc12 | x | x | u | -22.5% | 1.3% | -3.7% | i | -11.3% | 4.0%
Cc1nn(-c2ccccc2[N+](=O)[O-])c(=O)c2ccccc12 | 2.3% | -2.4 | 12.2% | -1.4% | 0.1% | -0.6% | i | 2.6%[11.3 µM] | -1.1%
CCc1ccc(NC(=O)CSc2nc3ccccc3nc2Cc2ccc(C)cc2)cc1 | x | x | x | 7.4% | -1.3% | -2.2% | i | 8.9% | -3.7%
CCOc1ccc(C(=O)Nc2c(C(N)=O)oc3ccccc23)cc1 | 15.0% | 3.6 | 6.0% | -30.5% | 4.5% | 0.7% | i | 24.9% | -10.3%
O=C(Nc1ccc(F)c(Cl)c1)C1Cc2c(-c3ccco3)ccnc2O1 (centres undefined) | -5.1% | -0.8 | x | -6.5% | -0.8% | 12.6µM* | i | u | x
COc1ccc(-c2nc3ccccc3n2OC(C)C(=O)O)cc1 (centres undefined) | 5.6% | -2.4 | 15.7% | 1.0% | -0.7% | 4.0% | i | 27.2% | -1.4%
